# High-throughput results as filed in PubChem.
# GRIN3A LBD mod – binders of NR3A ligand-binding domain, primary screen, biophysical, differential scanning fluorimetry, uHTS; NR3A LBD differential scanning fluorimetry, Tm shift; 0% = protein alone, 100% = glycine-bound protein; Tm shift relative to glycine control, % at 25 µM; 340,000 compounds, 2.5% hits;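 active = melting temperature shift of at least 10% of the positive control shift, at one fixed dose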
# hIAP activ – human IAP activators, primary screen, biochemical, luminescence, uHTS; Intestinal-type alkaline phosphatase (Homo sapiens), P09923; purified human IAP, CDP-Star luminescence, 30 min; active compounds read high; 1 = vehicle-only enzyme, 0 = enzyme-free background; activation factor at 10 µM; 330,000 compounds, 0.16% hits; AID 2524, 2010;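 active = activation factor of the enzyme at least 2-fold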; also: the source names both 10 and 20 µM as test concentration; values of inactives mirror those of a sister screen read the other way
# SENP1 inh – human SENP1 catalytic domain inhibitors, primary screen, biochemical, FRET, uHTS; recombinant SENP1 catalytic domain, CyPet-SUMO1-YPet FRET cleavage; 360,000 compounds, 0.21% hits; inhibition, % at 10 µM;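 active = inhibition at least 30% at 10 µM, raw YFP signal under a set limit, fluorescence ratio 0.5 to 1.5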;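 also: 0% = enzyme with DMSO and 100% = no enzyme wells; some results filed as inactive read as strong as hits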
# Target sequence (Q9P0U3 419-644 limits assumed): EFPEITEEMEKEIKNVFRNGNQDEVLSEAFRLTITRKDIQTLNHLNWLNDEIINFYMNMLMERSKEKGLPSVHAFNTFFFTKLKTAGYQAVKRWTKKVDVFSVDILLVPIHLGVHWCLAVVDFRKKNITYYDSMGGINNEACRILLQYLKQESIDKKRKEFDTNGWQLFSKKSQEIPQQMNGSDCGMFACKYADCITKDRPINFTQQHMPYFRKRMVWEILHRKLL
#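 Test system: recombinant human SENP1 catalytic domain, His6-tagged / Medium: pH 8 Tris buffer with EDTA, NaCl, BME, BSA, NP40, catalase / Also added: SUMO1 FRET substrate flanked by Cypet and Ypet, 25 nM / Times: 50 min reaction at room temperature / Signal: FRET, CFP and YFP emission / Control set: no-enzyme low control and enzyme-plus-DMSO high control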
# PfG6PD inh – PfG6PD enzyme inhibitors, primary screen, biochemical, fluorescence intensity, uHTS; PfGluPho enzyme, NADPH resazurin-diaphorase fluorescence; 350,000 compounds, 0.78% hits; glucose-6-phosphate dehydrogenase-6-phosphogluconolactonase (Plasmodium falciparum 3D7); AID 504690, 2011; inhibition, % at 20 µM;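 active = inhibition reaching at least a set limit at 20 µM in the primary screen, cut at about 59% in these data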;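 also: 0% = DMSO wells with substrate and 100% = DMSO wells lacking glucose-6-phosphate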
# SENP8 inh – human SENP8 protease inhibitors, primary screen, biochemical, fluorescence, Nedd8 protein substrate, uHTS; inhibition, % at 20 µM; 360,000 compounds, 0.64% hits; Sentrin-specific protease 8 (Homo sapiens), Q96LD8; recombinant SENP8; in the data active = inhibition mostly above about 40%, no sharp cut-off; inactive = mostly below about 27%
# Target sequence (Q96LD8 whole entry, looked up): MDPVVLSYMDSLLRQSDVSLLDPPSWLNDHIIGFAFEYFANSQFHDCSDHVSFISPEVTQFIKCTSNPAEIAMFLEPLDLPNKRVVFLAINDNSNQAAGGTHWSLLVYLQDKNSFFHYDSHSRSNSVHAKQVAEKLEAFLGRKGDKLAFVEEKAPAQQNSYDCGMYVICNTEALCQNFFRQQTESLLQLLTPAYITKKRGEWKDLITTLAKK
# MPTP block – mitochondrial permeability transition pore inhibitors, primary screen, biochemical, isolated mouse mitochondria, absorbance; Ca2+ swelling absorbance, 30 min; inhibition, % at 10 µM; 360,000 compounds, 1.4% hits; AID 602449, 2012;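 active = inhibition of 50% or more, scaled per plate between neutral and stimulator controls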;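 also: 0% = DMSO wells given calcium and 100% = 1 mM EGTA wells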
# ATG4B inhibitor – ATG4B protease inhibitors, primary screen, biochemical, fluorescence, uHTS; 340,000 compounds, 0.51% hits; ATG4B cleavage of LC3-PLA2, NBD-HPC fluorescence, 1 h; AID 504462, 2011; inhibition, % at 8.33 µM; Cysteine protease ATG4B (Homo sapiens), Q9Y4P1; in the data active = inhibition above about 40%
# SENP6 inh – SENP6 protease inhibitors, primary screen, biochemical, luminescence, uHTS; Sentrin-specific protease 6 (Homo sapiens), Q9GZR1; Recombinant SENP6 catalytic domain, aminoluciferin luminescence; inhibition, % at 10 µM; 330,000 compounds, 1.8% hits; AID 2599, 2010;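 active = inhibition above about 50% at the single tested dose, limit read from the data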;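 also: plate controls were DMSO wells with enzyme for no effect and DMSO wells lacking enzyme for full effect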
# Target sequence (Q9GZR1 628-1112 limits assumed): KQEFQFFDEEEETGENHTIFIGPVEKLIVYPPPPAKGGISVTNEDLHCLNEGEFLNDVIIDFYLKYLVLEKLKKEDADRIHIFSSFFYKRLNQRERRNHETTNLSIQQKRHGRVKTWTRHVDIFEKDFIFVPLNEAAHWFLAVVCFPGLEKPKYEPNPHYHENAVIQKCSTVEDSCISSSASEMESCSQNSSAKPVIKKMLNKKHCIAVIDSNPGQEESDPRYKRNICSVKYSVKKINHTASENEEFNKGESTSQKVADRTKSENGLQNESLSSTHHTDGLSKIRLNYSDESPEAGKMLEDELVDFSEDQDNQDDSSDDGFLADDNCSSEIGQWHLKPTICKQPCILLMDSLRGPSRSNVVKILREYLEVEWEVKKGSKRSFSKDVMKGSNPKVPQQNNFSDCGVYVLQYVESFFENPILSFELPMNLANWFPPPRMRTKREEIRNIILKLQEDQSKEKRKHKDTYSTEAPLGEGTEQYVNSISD
# The depositor's hits bear a star; . = no result given.
SMILES,GRIN3A LBD mod,hIAP activ,SENP1 inh,PfG6PD inh,SENP8 inh,MPTP block,ATG4B inhibitor,SENP6 inh
CCc1ccc(NC(=O)c2ccc(NC(=O)C3CCCO3)cc2)cc1 (stereo not drawn),1,0.9,-1,9,12,0.6,-4,-11
CCc1cc2c(=O)nc3n(c2s1)Cc1ccccc1/C3=C(/O)c1ccccc1Cl,-4,1.2,-14,5,-239,1.5,8,16
O=C(Cn1cnc2cc([N+](=O)[O-])ccc2c1=O)N(Cc1ccccc1)C1CCS(=O)(=O)C1 (stereo not drawn),-2,1.1,-15,5,9,-2.6,1,-10
O=C(NC1CCCCC1)N(c1ccccc1)c1nnc(-c2cccc([N+](=O)[O-])c2)s1,.,.,-3,58,14,-0.5,.,.
Cc1ccc(CSCCNC(=O)/C=C/c2ccc(Cl)cc2)cc1,-2,1,1,-6,5,13,-2,-2
O=C1NCCN(Cc2ccoc2)C1CC(=O)N(Cc1ccccc1)CC1CCC1 (stereo not drawn),-1,1.1,-1,10,7,1.8,6,-16
CC(=O)N/N=C/c1cc(C(C)(C)C)cc(/C=N/NC(C)=O)c1O,-1,.,-23,35,-6,-0.8,-14,.
CCOC(=O)C1CCCN(C(=O)c2cc3cc(F)ccc3[nH]2)C1 (stereo not drawn),-2,1,-2,2,-7,-1.1,-3,2
CC(C)(C)c1ccc(/C=C/C(=O)N2CCc3ccccc3C2)cc1,-1,1.1,2,15,20,5.6,30,-2
O=C(NCc1ccc(Cl)cc1Cl)C1CC(=O)N(Cc2ccccc2)C1 (stereo not drawn),-1,1.1,-1,-12,9,-3.7,1,-4
CC(C)(C)C(=O)/C=c1\s/c(=C\c2ccc(-c3ccc([N+](=O)[O-])cc3)o2)c(=O)n1CC(=O)NC(N)=O,2,0.82,-33,13,1,1.2,-5,16
C=CCN(C(=O)COC(=O)c1cc[n+]([O-])cc1)c1nc(-c2ccccc2)cs1,-2,1,-31,-5,-27,0.4,-5,-13
Cn1c(=O)n(CCOc2ccc(Cl)cc2Cl)c2ccccc21,8,0.73,1,-4,16,-1.7,-14,-8
Cc1cc(NC(=O)Nc2ccccc2[N+](=O)[O-])no1,-5,1,0,-2,8,-0.5,-1,54*
CN1CCN(C(=O)c2ccc3c(c2)N(Cc2ccc(F)cc2)C(=O)c2ccccc2S3=O)CC1 (stereo not drawn),-3,1,3,-9,13,-0.8,-4,-23
COc1ccc(N2CCC(CNS(=O)(=O)c3cccc(C(F)(F)F)c3)C2)cc1 (stereo not drawn),0,1,-1,11,8,1.3,-7,-5
COc1ccc(/C=N/Nc2nc(C)nc(N)n2)cc1,-16,1,1,1,13,0.4,-7,4
O=C(O)c1ccc(S(=O)(=O)c2ccc3c(c2)C(=O)N(c2ccc(Br)cc2)C3=O)cc1,-5,1,-2,-18,6,-1.2,4,-16
CC(C)Cc1nccs1,0,1.3,1,-5,-4,-0.7,-2,6
Cc1c(C)c2ccc(OCC(=O)Nc3ccc(S(N)(=O)=O)cc3)c(C)c2oc1=O,-1,1.1,-1,-5,-281,0.9,-8,0
COc1ccccc1-c1c(C)nn2c(N3CCN(c4ccccc4OC)CC3)cc(C)nc12,1,1,-1,11,-212,-0.6,2,-1
COc1ccccc1CNS(=O)(=O)c1ccc2c(c1)CC(C)N2C(=O)C1CCC1 (stereo not drawn),-1,0.87,2,-6,-1,34,1,-6
COc1ccc([C@H]2CC(=O)C=C(c3cccc(Cl)c3)C2)cc1OC,-4,0.92,2,0,6,0.6,-8,-3
O=C(NCCCN1CCCC1=O)c1cc2ccccc2o1,0,1,1,-5,9,-0.8,8,-28
CCCOc1ccccc1N/C(=N/c1nc(C)cc(C)n1)NC(=O)COc1ccc(OC)cc1,0,0.99,1,22,13,1.7,-6,-6
O=S(=O)(c1ccccc1)C(Br)S(=O)(=O)c1ccccc1,.,.,0,-3,11,0.5,.,.
Cc1cccc(-c2ncc(CN3CCN(CCC(C)C)C(CCO)C3)cn2)c1 (stereo not drawn),0,1.2,0,6,1,-2.0,-12,-10
Cc1nn(C)c(C)c1/C=N/NC(=O)CCn1nc(C)c([N+](=O)[O-])c1C,-1,0.95,1,-1,21,0.0,-3,5
Clc1nc(-c2ccccc2)cc(-c2ccc(Br)cc2)n1,-6,1.1,2,-2,13,2.0,-2,2
COc1ccc(C2=NN(C(=O)CSc3nc(=O)n4cccc(C)c4n3)C(c3ccc(C)cc3)C2)cc1 (stereo not drawn),0,1.1,1,-6,8,-2.8,4,-14
C=CCN1C=C(C(C)=O)C(=O)CC1,3,.,1,8,-8,2.3,-2,.
COc1cc(-c2nnc3n2N=C(c2ccccc2)CS3)cc(OC)c1OC,-1,1,0,97*,12,0.1,-8,-4
COCCCn1c(SCC(=O)N2CC(=O)Nc3ccccc32)nnc1-c1ccoc1C,-1,1.2,-2,14,13,1.8,-9,2
COc1ccc(C(=O)NCCC(C)C)cc1S(=O)(=O)N1CCOCC1,0,1.1,0,-4,5,0.7,-10,5
O=C(N/N=C/c1cc(Br)c(Br)o1)c1ccc2c(c1)OCCO2,0,1,-11,22,-1,5.7,-1,-25
O=C(CSc1nnc(-c2ccccn2)o1)Nc1ccccc1C(F)(F)F,1,1.3,0,-3,12,-0.4,-4,-8
CCN1CCN(CCCNC(=O)c2cc3c(s2)-c2ccccc2OC3)CC1,0,1.1,-5,-2,-488,-0.5,-3,1
CCN(CC)c1ccc2c(O)cc(=O)oc2c1,0,1.1,-48,4,-434,0.4,1,23
O=C(NCc1ccccc1)C(=O)NCC(c1ccco1)N1CCN(c2ccccc2F)CC1 (stereo not drawn),-1,1.2,1,9,11,0.5,-11,-11
Cc1cccc(CS(=O)(=O)Cc2ccc(C(=O)NCc3cccs3)o2)c1,-1,1,-3,-14,1,0.5,6,-25
Cc1ccc(-c2nc3ncccc3o2)cc1NC(=O)C(C)C,-1,1.2,-3,1,-172,-0.1,-3,17
CC1CN(C(=O)c2cc(F)c(F)cc2Cl)CC(C)O1 (stereo not drawn),0,0.87,3,-15,5,0.8,-3,4
CC(=O)NNC(=O)c1ccncc1,-19,0.92,1,-20,11,-1.6,-2,-24
CC(=O)Nc1nc(C)c(S(N)(=O)=O)s1,5,0.98,1,-2,20,0.5,3,-4
CC(C)C(=O)NC(NC1CCS(=O)(=O)C1)C(Cl)(Cl)Cl (stereo not drawn),1,1.1,1,12,12,0.3,-11,35
CCOc1cccc(C(=O)Nc2cccc(C(C)=O)c2)c1,-43,1.1,1,2,13,0.6,-12,-9
CC(C)(C)c1ccc(C(=O)Nc2ccc(S(N)(=O)=O)cc2)cc1,.,1.1,3,6,2,0.2,-16,-3
O=C(NC(=S)NC1CCSC1=O)c1ccccc1Cl (stereo not drawn),0,1,3,13,14,-4.1,-5,-1
CCC1CCCCN1CCCNC(=O)CNC(=O)c1nn(-c2ccc(OC)cc2)c(=O)c2ccccc12 (stereo not drawn),-2,0.84,-2,-20,-53,1.0,5,-5
CCOC(=O)c1c(NC(=O)COC(=O)c2ccc(NC(=O)CC#N)cc2)sc(C(=O)NC)c1C,-4,0.97,-18,4,-30,-0.8,1,-5
Cc1ccc(Cn2nnc3c(=O)n(CC(=O)NCc4ccco4)cnc32)cc1,2,0.84,-1,-3,-2,-0.3,-6,-10
O=C(Cc1ccccc1[N+](=O)[O-])N/N=C/c1cccnc1,1,0.95,0,5,16,0.8,-3,1
O=C(c1ccc(=O)[nH]c1)N(Cc1cccs1)C1(C(=O)NC2CCCC2)CCCCC1,-1,1.2,0,-1,8,-0.7,5,-8
CCOC(=O)C1CCCN(CCC(=O)Nc2ccc(Br)cc2)C1 (stereo not drawn),2,0.84,0,10,13,0.7,-7,-13
CCCN(CC(=O)Nc1ccc(F)c(F)c1F)C(=O)c1ccc(=O)n(Cc2ccccc2)n1,-1,1.1,1,18,20,-0.6,3,-19
Cc1cc(C)n2nc(SCC(=O)N/N=C/c3ccccn3)nc2n1,2,1.5,1,25,17,-0.3,28,8
O=C(Nc1nnc(CCc2ccccc2)s1)c1ccc(F)cc1,-4,0.89,-4,-2,-57,0.2,-5,9
CC(C)(C)NC(NC(=O)Cc1ccccc1)C(Cl)(Cl)Cl (stereo not drawn),0,1.2,0,-6,0,2.6,2,-5
CCC(C(=O)OC)n1cnc2c(nnn2-c2ccc(OC)cc2)c1=O (stereo not drawn),1,0.89,2,0,19,-1.9,8,-2
Cc1ccccc1NC(=O)Cn1c(=O)sc2ccccc21,0,1.1,1,-18,4,-0.3,-2,10

# Compound profiles, as listed above. Order of screens: GRIN3A LBD mod | hIAP activ | SENP1 inh | PfG6PD inh | SENP8 inh | MPTP block | ATG4B inhibitor | SENP6 inh
# Record of `CCOC(=O)C1CCCN(C(=O)c2cc3cc(F)ccc3[nH]2)C1` (stereo not drawn) : -2 | 1 | -2 | 2 | -7 | -1.1 | -3 | 2
# Record of `CCOC(=O)C1CCCN(CCC(=O)Nc2ccc(Br)cc2)C1` (stereo not drawn) : 2 | 0.84 | 0 | 10 | 13 | 0.7 | -7 | -13
# Record of `O=C(NC1CCCCC1)N(c1ccccc1)c1nnc(-c2cccc([N+](=O)[O-])c2)s1` : . | . | -3 | 58 | 14 | -0.5 | . | .
# Record of `CCCOc1ccccc1N/C(=N/c1nc(C)cc(C)n1)NC(=O)COc1ccc(OC)cc1` : 0 | 0.99 | 1 | 22 | 13 | 1.7 | -6 | -6
# Record of `CC(C)(C)c1ccc(/C=C/C(=O)N2CCc3ccccc3C2)cc1` : -1 | 1.1 | 2 | 15 | 20 | 5.6 | 30 | -2

# Remaining list, next part.
SMILES,GRIN3A LBD mod,hIAP activ,SENP1 inh,PfG6PD inh,SENP8 inh,MPTP block,ATG4B inhibitor,SENP6 inh
COc1ccc(Nc2ncnc3sc(-c4ccccc4)cc23)c(OC)c1,-3,1,-1,-12,-463,8.0,-6,-27
CCCCC1=CC2=C(c3ccco3)C(=O)C(C)(OC(=O)c3ccc(OC)cc3)C(=O)C2=CN1CCN1CCOCC1 (stereo not drawn),-2,1.1,34,35,-1,0.4,6,-2
O=C(CCSCc1cccc(Cl)c1)NCCc1ccccc1,0,1.1,4,11,-1,2.4,11,0
Cc1cccc(N(CC(=O)Nc2ccc(F)cc2)S(C)(=O)=O)c1,-2,0.92,0,-7,20,0.7,-1,-8
O=C(Nc1ccc2c(c1)OCCO2)C1CCN(S(=O)(=O)c2cccc3nsnc23)CC1,0,0.97,-3,2,21,-0.8,-9,-15
O=C(NNC(=O)C1C2C=CC(C2)C1C(=O)O)c1ccccc1 (stereo not drawn),-1,0.99,1,0,14,-3.9,-3,-26
O=C(OCC(=O)N1c2ccccc2Sc2ccccc21)c1cccnc1,-2,1,-2,-3,3,2.8,5,-8
COc1ccc(N/C(=N/c2nc(C)cc(C)n2)NC(=O)c2ccccc2)cc1,0,0.91,-1,23,2,6.3,-1,3
Oc1ccc(-c2nc3ccccn3c2NCc2ccco2)cc1,-3,1.3,-15,-8,-496,2.9,-2,56*
COC(=O)CCn1nc(-c2ccc(Cl)cc2)c2ccccc2c1=O,-3,1.2,1,-7,14,-0.2,4,-16
COCCCn1c(Cc2csc(Nc3cccc(Cl)c3)n2)nnc1SCC(=O)OC,-7,1.2,0,29,2,0.6,-6,-9
Cc1ccc(C(=O)N2CCN(c3ccc(Cl)cc3)CC2)cc1,-1,0.88,1,-1,20,-1.8,12,-9
